trophozoite growth: anti-Giardia activity of synthetic compounds – Compounds Australia Scaffold Library subset, 24/48 h, primary screen (AID 1794835); active compounds read high; inhibition, % at 10 µM; 2,500 tested, 2% active; in the data active = inhibition mostly above about 45%, no sharp cut-off; inactive = mostly below about 37%;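 also: 0% = parasite counts in DMSO vehicle wells; trophozoite growth inhibition read by imaging counts at 24 h; calls made by hand needing about 50% inhibition in two separate runs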
The depositor's hits bear a star; i = inactive. These rows are one share of the data. The share of hits here may be higher or lower than overall.

SMILES	trophozoite growth
COc1ccc(C2c3cccn3-c3ccccc3CN2C(=O)CCC(=O)NC2CCCCC2)cc1 (configuration not stated)	i
Cc1ccc(NC(=O)CN2CC(c3ccccc3)CC2=O)c(C)c1 (configuration not stated)	6
O=C(NCc1ccccc1Cl)c1cc2cccnc2n(Cc2ccccc2F)c1=O	i
Cc1ccc2c(C3CCNCC3)c[nH]c2c1	i

3 compounds already listed, ordered by count of non-hydrogen atoms, low to high.
SMILES	trophozoite growth
Cc1ccc(NC(=O)CN2CC(c3ccccc3)CC2=O)c(C)c1 (configuration not stated)	6
O=C(NCc1ccccc1Cl)c1cc2cccnc2n(Cc2ccccc2F)c1=O	i
COc1ccc(C2c3cccn3-c3ccccc3CN2C(=O)CCC(=O)NC2CCCCC2)cc1 (configuration not stated)	i

Bioassay records from PubChem BioAssay.
